Screening data (PubChem BioAssay)
MT stabilize HCS = stabilizes microtubules in HeLa cells. HeLa tubulin immunostaining HCS, 24 h; share of cells brighter than vehicle mean+2SD. % tubulin-high responders, % at 10 µM. 200,000 compounds, 0.83% hits;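 active means plate Z-score above 3 for both tubulin-high and condensed-nucleus cell shares, with cell loss under 80%, at 10 µM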;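 further: anti alpha tubulin signal scored within the nucleus-defined area of each cell; some results filed as inactive read as strong as hits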
T cell HTS = T cell immune modulators affecting CD8 T cell-vesicle binding. 2C CD8+ T cell-vesicle binding, flow cytometry; active compounds read low. calls only at 7 µM. 330,000 compounds, 0.068% hits;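 active means response, share of CD8 T cells binding vesicles, and their 90th percentile fluorescence all below set limits, cut at about 80% in these data, passing the limit was not always enough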
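System: murine 2C transgenic CD8+ T lymphocytes; also added: QL9-loaded Drosophila micro-vesicles; times: binding 1.5 h at 37 °C; measured by: flow cytometry, PE anti-B7-1 (FL2) versus Alexa647 anti-CD8 (FL8), PFA-fixed; control set: Peptide-free naked vesicles (low) and QL9 vesicles with 0.7% DMSO vehicle (high)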
b-catenin transl = alters nuclear translocation of beta-catenin in HeLa cells; immunofluorescence imaging; nuclear translocation activity, % at 5 µM; 190,000 compounds, 0.3% hits; AID 1665;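 active means nuclear translocation activity above 50% at 5 µM, with a well cell count of 50 or more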;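 further: per-cell ratio of nuclear to cytoplasmic median beta-catenin stain intensity; plate controls were DMSO negative control for no effect and GSK-3 inhibitor IX positive control for full effect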
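Technique: fluorescence imaging of beta-catenin antibody stain plus DAPI / Material: human HeLa cell line / Incubation: compound treatment 24 h, 37°C, 5% CO2 / Read-out basis: % activation of per-cell nuclear versus cytoplasmic median beta-catenin signal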
Ins promoter up = MIN6 insulin promoter up-regulation. MIN6 insulin promoter-GFP reporter, high-content imaging; active compounds read high. z-score at 5 µM. 190,000 compounds, 0.3% hits;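 active means z-score above 3 at 5 µM with at least 500 cells counted in the well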
PhoP inhibition = inhibitors of PhoP regulon expression, primary screen, Salmonella Typhimurium, GFP reporter (AID 1863). S. Typhimurium PhoP-regulated promoter GFP reporter, 4 h; higher % means a stronger effect. inhibition, % at 50 µM; hits with a dose series show IC50 in µM. 300,000 compounds, 0.16% hits;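 active means inhibition over 29.93%, a cutoff 3 SD above the screen mean, later confirmed by dose response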;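 further: 0% = low Mg2+ inducing control and 100% = high Mg2+ repressing control; strong numbers were not always called active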
Dynein cargo inh = dynein cargo transport inhibition; 3617.4 mouse cells, GR-EGFP nuclear translocation imaging; test concentration mostly 20 µM; stimulated with dexamethasone, 1 µM; active compounds read low; z-score, hits read low; 220,000 compounds, 0.47% hits;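 active means plate z-score of nuclear minus cytoplasmic receptor signal below a set negative limit, without overly bright fluorescence or cell loss, cut at about -3.5 in these data, passing the limit was not always enough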;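 further: z-score of nuclear minus cytoplasmic ring GR-EGFP intensity difference per well; some compounds called inactive have numbers as strong as hits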
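Buffer or medium: Induction medium lacking tetracycline, stripped serum | Also added: Dexamethasone agonist, 1.0 µM final, for 30 min | Timing: 48 h induction, 1 h compound, 30 min dex at 37 °C | Detection: Formaldehyde fixation, Hoechst nuclear stain, 10x automated fluorescence imaging | Measure: Nuclear versus cytoplasmic GR-EGFP signal, averaged per well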
ER stress rescue = rescue of cells from ER stress-induced death, primary screen, 384-well, CSM14.1, thapsigargin, ATP luminescence (AID 1222); 190,000 tested, under 10 active; cellular ATP content (survival), % at 20 µM; hits with a dose series show EC50 in µM; CSM14.1 thapsigargin-induced death rescue, ATP luminescence; higher % means a stronger effect;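 active means EC50 below 50 µM in the dose-response confirmation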;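 further: death triggered by thapsigargin at about 15 µM added after 2 h compound pretreatment; cell ATP read after overnight thapsigargin exposure of roughly 18 to 22 hours; normalized against plate controls of thapsigargin alone and 5% DMSO vehicle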
Autophagy HCS = modulators of autophagy; MEF GFP-LC3 puncta imaging; test concentration mostly 10 µM; calls only at 10 µM (by protocol); 190,000 compounds, 0.98% hits;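 active means percentage of spot-positive cells more than 3 SD above its plate mean, without a fluorescence outlier flag or 80% toxicity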;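 further: spot-positive cell cutoff set from DMSO-treated cells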
Lipid droplet = hepatic lipid droplet formation modulation | AML12 mouse hepatocytes, oleate lipid droplets, BODIPY imaging | AID 1656 | 240,000 compounds, 0.4% hits | inhibition, % at 6.5 µM;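 active means lipid droplet intensity inhibited by at least 50%, with more than 500 cells counted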
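Test system: AML12 mouse liver cells; schedule: overnight exposure; technique: high-content imaging of BODIPY-stained droplets and DAPI nuclei; read-out: % inhibition of corrected integrated BODIPY droplet signal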
Dynein cargo inh cytoplasmic EGFP = also measured in Dynein cargo inh; calls as there; z-score; measured here: cytoplasmic GR-EGFP intensity; active compounds read high
Dynein cargo inh nuclear GR-EGFP = also measured in Dynein cargo inh; calls as there; z-score; measured here: nuclear GR-EGFP intensity;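 lower value marks the stronger effect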
Dynein cargo inh cell count = also measured in Dynein cargo inh; calls as there; z-score; measured here: cell count per field
Ins promoter up cell count = further read-out of Ins promoter up, marked with its call; cell count; measured here: cytotoxicity, nuclei count;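 total cells summed across four imaged fields per well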
Lipid droplet cells 6.5 µM = also measured in Lipid droplet; calls as there; cell count; measured here: cell count, cytotoxicity flag;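 cells counted across two imaged fields per well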
b-catenin transl cell count 5 µM = recorded beside b-catenin transl, whose call it bears; cell count; measured here: cell count, cytotoxicity flag
T cell HTS vesicle-bound % = further read-out of T cell HTS, marked with its call; double positive events, %; measured here: CD8+ vesicle-bound cell fraction;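 binding gate set so that unloaded-vesicle control wells show 10% double positive cells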
MT stabilize HCS Hoechst-high % = further read-out of MT stabilize HCS, marked with its call; % Hoechst-high responders; measured here: nuclear condensation Hoechst responders;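 share of cells brighter than vehicle mean plus two SD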
MT stabilize HCS cytotoxicity % = recorded beside MT stabilize HCS, whose call it bears; toxicity, %; measured here: cytotoxicity by cell density;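 0% = mean cell density of plate MIN control wells and 100% = no cells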
Autophagy HCS cell loss 18 h = recorded beside Autophagy HCS, whose call it bears; toxicity, %; measured here: cell loss, nuclei count;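 cell loss after 18 h compound exposure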
An asterisk follows results filed as active; i = inactive; nt = no result given. Hits appear at their usual frequency (roughly 3% active in at least one column).

SMILES | MT stabilize HCS | MT stabilize HCS Hoechst-high % | MT stabilize HCS cytotoxicity % | T cell HTS | T cell HTS vesicle-bound % | b-catenin transl | b-catenin transl cell count 5 µM | Ins promoter up | Ins promoter up cell count | PhoP inhibition | Dynein cargo inh | Dynein cargo inh cytoplasmic EGFP | Dynein cargo inh nuclear GR-EGFP | Dynein cargo inh cell count | ER stress rescue | Autophagy HCS | Autophagy HCS cell loss 18 h | Lipid droplet | Lipid droplet cells 6.5 µM
COc1ccc(CCN2C(=NC(C)=O)SC3CS(=O)(=O)CC32)cc1OC (stereo unspecified) | nt | nt | nt | i | 18 | 1.8 | 1292 | -0.63 | 1159 | -7% | -0.33 | -0.27 | -0.23 | 0.53 | nt | nt | nt | 1 | 691
COc1cc(/C=C/C(=O)c2ccc(F)cc2)cc(OC)c1OC | 11 | 9.8 | 21 | i | 48 | 0.0 | 1519 | 0.26 | 1304 | -2% | -4.7* | 1.4* | -2.3* | -0.69* | -2.2% | i | -20 | 5 | 538
O=C(c1ccc(=O)oc1)N1CCC(C(O)(c2ccccc2)c2ccccc2)CC1 | nt | nt | nt | i | 20 | -0.5 | 971 | nt | nt | -3% | -0.57 | -0.013 | -0.39 | -0.48 | nt | nt | nt | -7 | 667
CC(=O)c1cccc(NC(=O)COc2cc3oc(=O)c(CC(C)O)c(C)c3cc2Cl)c1 (stereo unspecified) | 3.4 | 1.0 | 8.4 | i | 47 | 0.9 | 1065 | -0.53 | 1335 | 0% | 0.35 | -0.29 | 0.32 | 0.16 | -1.1% | i | 2 | 5 | 692
CCOC(=O)C1(Cc2ccccc2Cl)CCN(S(C)(=O)=O)CC1 | 2.1 | 1.3 | 6.8 | i | 28 | -4.7 | 1137 | 0.29 | 1388 | 10% | -0.53 | -0.37 | -0.76 | 0.76 | 0.3% | i | -6 | 0 | 711
CN(C)c1cc[n+](/C(C(=S)Nc2ccc(SC(F)F)cc2)=C(/[O-])c2ccccc2)cc1 | 2.9 | 1.5 | 3.6 | i | 28 | 2.3 | 1002 | -0.13 | 1178 | 9% | -0.2 | -0.33 | -0.3 | 0.57 | -2.0% | i | 9 | 6 | 677
COc1ccccc1NC(=O)C1=C(C)NC(=O)NC1c1ccc(C)cc1 (stereo unspecified) | 2.7 | 3.0 | 14 | i | 54 | 0.0 | 1115 | 0.56 | 2017 | -1% | 2.5 | -0.2 | 1.4 | -0.51 | -3.5% | i | -9 | -14 | 638
N#C/C(=C\c1ccccc1C(F)(F)F)C(=O)Nc1ccccc1 | 3.2 | 1.6 | 6.8 | i | 54 | 0.0 | 930 | -0.13 | 1295 | 0% | 0.1 | 0.028 | -0.12 | -0.39 | -2.4% | i | 6 | -2 | 560
Cc1cc(C)nc(N/N=C/c2cccc([N+](=O)[O-])c2)n1 | nt | nt | nt | i | 37 | -1.2 | 1332 | 0.49 | 934 | 5% | 0.18 | -0.25 | 0.26 | 0.44 | nt | nt | nt | 6 | 731
Cc1nn(-c2ccccc2)c2sc(C(=O)OCN3C(=O)c4ccccc4C3=O)cc12 | nt | nt | nt | i | 39 | -0.6 | 889 | -0.06 | 1368 | nt | nt | nt | nt | nt | -2.6% | nt | nt | nt | nt
c1ccc(CN2CCN(c3nc4ccccc4n4cnnc34)CC2)cc1 | 2.4 | 3.8 | 5.8 | i | 29 | -2.5 | 1140 | -1.8 | 989 | 2% | 0.018 | -0.19 | 0.054 | 0.085 | 0.2% | i | -34 | nt | nt
Cc1ccc(NC(=O)[C@@H]2CCCN2S(=O)(=O)c2ccccc2C(F)(F)F)cc1S(=O)(=O)N1CCOCC1 | 3.0 | 3.3 | 4.2 | i | 45 | 0.2 | 911 | -0.21 | 1279 | -3% | -0.22 | 0.0048 | -0.43 | 0.39 | -2.3% | i | 7 | -13 | 373
Cc1c(C(=O)N2CCOCC2)sc2nc(-c3ccccc3)cn12 | 2.5 | 2.8 | 9.5 | i | 48 | nt | nt | 0.01 | 870 | -8% | -0.16 | -0.22 | 0.15 | 0.93 | -0.8% | i | -8 | 20 | 726
Cc1cc(C)nc(N2CCCC(CCC(=O)NCc3ccc(F)c(F)c3)C2)n1 (stereo unspecified) | 4.0 | 2.1 | 0.3 | i | 1 | -1.1 | 933 | 1.3 | 1526 | 1% | 0.26 | -0.31 | -0.086 | 0.23 | -0.3% | i | 23 | 0 | 659
CN(C)c1ccc(/C=N/n2c(-c3ccccc3Br)n[nH]c2=S)cc1 | nt | nt | nt | i | 22 | 0.5 | 1286 | 0.69 | 964 | 3% | 2.6 | -0.082 | 1.7 | -2 | nt | nt | nt | -3 | 759
CCc1ccc(S(=O)(=O)NCC(O)COc2ccc(OC)cc2)cc1 (stereo unspecified) | nt | nt | nt | i | 40 | 1.7 | 1097 | 0.09 | 1515 | -3% | 1.4 | -0.16 | 0.63 | -1.1 | nt | nt | nt | -7 | 693
O=S(=O)(c1cccs1)N1CCc2ccccc21 | 2.3 | 1.4 | 7.7 | i | 27 | -3.6 | 885 | 0.85 | 1067 | 6% | -0.66 | -0.21 | -0.24 | 0.68 | -0.5% | i | 5 | nt | nt
COc1cc(C(=O)Oc2ccccc2)ccc1OCc1c(C)noc1C | 3.1 | 2.0 | 8.1 | i | 13 | -0.6 | 1159 | -0.33 | 1013 | -1% | -0.53 | -0.18 | -0.086 | 0.48 | 1.2% | i | 1 | nt | nt
COc1ccc(NC(=O)c2ccc(CN3CCN(c4ccccc4)CC3)cc2)cc1OC | 3.0 | 0.4 | 22 | i | 41 | 1.0 | 1026 | 0.2 | 1173 | 1% | -0.94 | -0.27 | -0.13 | 0.041 | nt | i | 6 | -2 | 607
COc1cc(/C=N/Nc2nc(N3CCCC3)nc(N3CCCC3)n2)ccc1O | 0.9 | 0.9 | 1.5 | i | 32 | 1.8 | 1143 | -0.25 | 846 | 11% | 1.6 | -0.021 | 0.96 | -0.86 | -0.8% | i | 3 | 22 | 801
Cc1nn(CC(=O)Nc2ccc(Cl)c(S(=O)(=O)N(C)C)c2)c(C)c1[N+](=O)[O-] | 2.8 | 1.8 | 1.7 | i | 44 | 0.0 | 509 | 0.1 | 1102 | 7% | 0.7 | -0.29 | 0.39 | 0.71 | -1.8% | i | 16 | -9 | 705
CCC(C)C(NC(=O)c1ccc(Cl)cc1)C(=O)Nc1cccnc1 (stereo unspecified) | 11 | 5.6 | 22 | i | 25 | 1.8 | 1120 | -0.88 | 1360 | 1% | -0.25 | -0.32 | 0.15 | 0.81 | -0.1% | i | 10 | -8 | 654
CC(C)CC1(C)NC(=O)N(CC(=O)Nc2cccc(S(=O)(=O)N(C)c3ccccc3)c2)C1=O (stereo unspecified) | 1.8 | 1.7 | 7.4 | i | 45 | -1.6 | 1108 | -1.4 | 1464 | 4% | -0.093 | -0.28 | -0.055 | 0.74 | 0.5% | i | 19 | -12 | 690
CCOC(=O)C1CCCN(C(=O)c2ccc(Cl)c(S(=O)(=O)N3CCCCCC3)c2)C1 (stereo unspecified) | 2.1 | 1.6 | 6.6 | i | 28 | -1.0 | 1077 | nt | nt | -12% | -0.2 | -0.23 | 0.17 | -0.45 | 4.0% | i | -30 | -8 | 709
Cc1cccc(C)c1OCCOCCN1CCN(C)CC1 | 5.7 | 2.7 | 7.6 | i | 22 | -1.4 | 1164 | 1.6 | 1049 | -8% | -1.2 | -0.17 | -0.48 | 0.69 | -0.5% | i | -11 | nt | nt
Cc1onc(-c2ccccc2Cl)c1-c1nc(-c2ccccn2)no1 | 7.1 | 2.6 | 3.2 | i | 16 | -0.5 | 784 | 0.01 | 1418 | -9% | 1.3 | -0.16 | 0.99 | -1.6 | 1.1% | i | 5 | nt | nt
COc1ccccc1C1CCN(C(=O)c2cnn(-c3ccccc3)c2C)CC1 | nt | nt | nt | i | 25 | -1.7 | 1122 | 0.2 | 1447 | 1% | 0.62 | -0.28 | 0.25 | 0.084 | nt | nt | nt | -3 | 763
CCCCn1ccc(O)c(Cc2ccc(F)cc2)c1=O | 1.5 | 2.3 | 7.4 | i | 48 | 1.9 | 1141 | -0.23 | 1952 | -4% | -0.48 | -0.22 | -0.54 | 0.24 | -1.9% | i | -7 | -4 | 560
Cc1ccc(NC(=S)N2CCC(C(N)=O)(N3CCCCC3)CC2)c(C)c1 | 3.1 | 0.9 | 6.5 | i | 31 | -1.4 | 1001 | -0.25 | 1520 | -5% | 0.02 | -0.24 | 0.058 | 0.62 | -0.1% | i | 0 | 7 | 781
O=C(O)CCCCCCNC(=O)c1cncc(O)c1 | 3.2 | 1.7 | 2.1 | i | 41 | -2.0 | 985 | 0.39 | 1428 | -12% | -0.16 | -0.26 | 0.36 | -0.16 | -1.2% | i | -21 | 16 | 717
